Screening data deposited in PubChem by National Center for Advancing Translational Sciences (NCATS).
DT40 TDP1 no CPT: qHTS for Inhibitors of human tyrosyl-DNA phosphodiesterase 1 (TDP1): qHTS in cells in absence of CPT. DT40 Tdp1-/- hTDP1 cells, no CPT, ATP luminescence, 48 h. Potency, µM (top dose mostly 46.2 µM), inactives show at the top dose activity change, negative = growth inhibition, hits mostly inhibitors. AID 686978, 2013. hit rate 15% among 420,000; also: nearly all actives have a fitted effect of over 55% in size
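Chicken DT40 Tdp1-/- cells complemented with human TDP1, screened without camptothecin (DMSO vehicle only), 400 cells/well. Compounds pin-transferred, cells incubated at 37 °C for at least 48 hr. Growth read as ATP-dependent luminescence (CellTiter-Glo, 30 min at RT).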
TDP1 block: inhibitors of human tyrosyl-DNA phosphodiesterase TDP1; Q9NUW8; recombinant TDP1, AlphaScreen DNA substrate cleavage; Potency, µM (highest dose often 130 µM), inactives show at the top dose activity change, negative = inhibition, most hits filed as inhibitors; hit rate 0.28% among 350,000; also: nearly all actives have a fitted effect of over 40% in size
Target sequence (Q9NUW8 whole entry, looked up): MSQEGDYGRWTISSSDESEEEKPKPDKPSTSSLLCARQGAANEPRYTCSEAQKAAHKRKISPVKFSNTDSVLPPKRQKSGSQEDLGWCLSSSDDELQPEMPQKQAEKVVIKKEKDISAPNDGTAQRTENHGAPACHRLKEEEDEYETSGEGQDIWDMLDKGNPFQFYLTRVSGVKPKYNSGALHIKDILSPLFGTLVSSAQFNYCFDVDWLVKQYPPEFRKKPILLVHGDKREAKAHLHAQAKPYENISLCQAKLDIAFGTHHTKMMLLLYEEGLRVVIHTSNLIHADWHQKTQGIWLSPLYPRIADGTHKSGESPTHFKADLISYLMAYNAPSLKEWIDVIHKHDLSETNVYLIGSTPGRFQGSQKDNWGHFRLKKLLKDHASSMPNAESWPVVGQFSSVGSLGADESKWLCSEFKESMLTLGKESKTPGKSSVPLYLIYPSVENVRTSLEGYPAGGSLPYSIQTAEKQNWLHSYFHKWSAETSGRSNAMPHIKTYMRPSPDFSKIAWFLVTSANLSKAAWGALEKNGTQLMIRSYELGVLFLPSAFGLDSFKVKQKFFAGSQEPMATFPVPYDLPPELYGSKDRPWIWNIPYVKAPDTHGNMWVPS
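E. coli-derived human Tdp1, 1 nM final. Cpd preinc 15 min RT; substrate 15 nM final, 5 min RT; AS bead mix 10 ug/ml final, 10 min RT. Signal loss = tyrosine-FITC cleavage. No-enzyme wells = max signal.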
N370S GC mod: N370S glucocerebrosidase modulation, Gaucher chaperone candidate | N370S GC spleen homogenate, 4MU-glucoside fluorescence | Potency, µM (doses to about 59.4 µM), without a hit: at the highest dose activity change, negative = inhibition, actives largely listed as inhibitors | hit rate 0.092% among 330,000 | P04062;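 also: 0% = full enzyme activity and -100% = no enzyme basal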
Active calls of the source: *; ? = inconclusive; . = not tested or not shown; & = joins results of further samples; [ ] = remark or other dose. Calls follow the shape of the dose curve; as a rule, active = well fitted curve in the direction sought with a large enough effect; inconclusive = small, poorly fitted or top-dose-only effect, or another doubt; inactive = no such curve, though single readings can be large; an effect the other way counts as inactive or inconclusive. Unless noted, % is scaled to controls: 0 for no effect and ±100 for the full control effect; potency is read from the fitted curve at half-maximal effect. An excerpt; the hit share may differ from the screen's.

structure,DT40 TDP1 no CPT,TDP1 block,N370S GC mod
CCN(CC)C(=O)c1cc2sc3ccccc3c2s1,?,-2%,22%
O=C(c1ccco1)N1CCN(C(=O)c2ccc(CS(=O)c3ccc(Cl)cc3)o2)CC1 (stereo not drawn),23%,2%,-1%
O=C(Nc1cccc(C(F)(F)F)c1)c1cccnc1,-15%,-4%,3%
CSc1oc(-c2ccc(F)cc2)nc1S(=O)(=O)c1ccc(Br)cc1,?,-3%,.
O=C(Nc1ccccc1C(F)(F)F)NC1CCCCCCC1,-18%,0%,26%
CCN(CC)S(=O)(=O)c1ccc(C(=O)Nc2nnc(-c3ccco3)o2)cc1,23µM*,7%,1%
O=C(Cn1nnc(-c2cccs2)n1)NCc1ccccc1,7%,0%,9%
O=C(N/N=C/c1ccc(N2CCCC2)c([N+](=O)[O-])c1)c1cccnc1,-26%,?,-2%
CCCc1cc2c(cc1NC(=O)c1ccccc1Cl)OCO2,-24%,6%,23%
CSCC[C@H](C=O)NC(=O)[C@H](CC(C)C)NC(=O)[C@H](CC(C)C)NC(C)=O,15µM*,6%[56.1 µM],-8%

Next results
structure,DT40 TDP1 no CPT,TDP1 block,N370S GC mod
NC(=O)C(=O)O,.,-7%[56.1 µM],0%
Cc1ccc(NC(=O)C2C3C=CC4(CN(Cc5cccnc5)C(=O)C24)O3)cc1F (stereo not drawn),3%,0%,11%
CC1CCc2c(sc3ncnc(N4CCOCC4)c23)C1 (stereo not drawn),?,5%,-1%
COc1ccc(NC(=O)c2cc(S(=O)(=O)N3CCOCC3)cn2C)cc1Cl,-26%&-9%,0%,-10%
CCc1ccc(-c2nc(SCC(=O)c3c(N)n(C4CC4)c(=O)[nH]c3=O)n[nH]2)cc1,-30%,1%,.
CCCNC(=O)CN(C1CCCCC1)S(C)(=O)=O,-4%,6%,5%
Cc1ccc2nc(N3CCN(C(=O)CCC(=O)O)CC3)nc(-c3ccccc3)c2c1,-15%,.,0%
CNc1nnc(CSc2nc3ccccc3s2)s1,4%,5%,-3%
Cc1ccc(OCC(O)Cn2c(N)nc3c2c(=O)n(C)c(=O)n3C)cc1 (stereo not drawn),?,4%,-16%
COC1(c2cc(-c3ccccc3)nc(N)n2)CCCCC1,?,4%,-10%

Reprinted at random: 2 compounds from above, in no set order.
structure,DT40 TDP1 no CPT,TDP1 block,N370S GC mod
Cc1ccc(NC(=O)C2C3C=CC4(CN(Cc5cccnc5)C(=O)C24)O3)cc1F (stereo not drawn),3%,0%,11%
CC1CCc2c(sc3ncnc(N4CCOCC4)c23)C1 (stereo not drawn),?,5%,-1%

Carrying on:
structure,DT40 TDP1 no CPT,TDP1 block,N370S GC mod
COc1ccc(OCC(=O)N2CCN(c3nnc(-c4ccc(C)cc4)c4ccccc34)CC2)cc1,16µM*,.,11%
O=C(/C=C/c1c(F)cccc1Cl)Nc1ncccn1,0%,2%,1%
COc1ccc(CCNC(=O)CS(=O)(=O)Cc2nc(-c3cccc(Cl)c3)oc2C)cc1OC,?,6%,.
NNC(=O)c1ccccc1-n1cccc1,-10%,5%,1%
NC(=O)c1ccc(N=Nc2c(O)c3ccccc3[nH]c2=O)cc1,.,3%,23%
O=C(O)CCC(=O)Nc1ccc(Oc2ncnc3cc(Cl)ccc23)nc1,-7%,.,6%
Cc1cc(C)nc(-n2ncc(C#N)c2N)n1,-1%,.,9%
CCOC(=O)C1=C(CCl)NC(=O)NC1c1ccc2c(c1)OCO2 (stereo not drawn),2.6µM*,.,3%
O=C(c1ccc(NC(=O)C2(c3ccccc3)CCCC2)cc1)N1CCOCC1,?,.,-7%
CC(C)c1nnc(NC(=O)CCC(=O)Nc2ccc(Cl)cc2)s1,18%,2%,2%

Compound profiles (already shown). Values in the order: DT40 TDP1 no CPT	TDP1 block	N370S GC mod
Results for NNC(=O)c1ccccc1-n1cccc1 : -10%	5%	1%
Results for NC(=O)c1ccc(N=Nc2c(O)c3ccccc3[nH]c2=O)cc1 : .	3%	23%

Later entries:
structure,DT40 TDP1 no CPT,TDP1 block,N370S GC mod
CCCCC(CC)C(=O)Nc1ccccc1C(=O)NC(C)C (stereo not drawn),?,9%,6%
COC(=O)C1=NN(C(C)(C)CC(C)=O)C2C(=O)N(C3CCCCC3)C(=O)C12 (stereo not drawn),-2%,-2%,5%
COc1ccc(NC(=O)CCS(=O)(=O)c2cc3c(cc2Cl)NC(=O)CO3)cc1OC,15%,1%,0%
O=C(NC1CC1)C1=COCCO1,-2%,-4%,-2%
CCOc1ccc(C2C(C(=O)Nc3ccccc3OC)=C(C)Nc3c(C(=O)Nc4cccc(C)c4)cnn32)cc1 (stereo not drawn),?,1%,.
C/C(=N\NC(=O)c1ccc(F)cc1)c1ccc(N2CCOCC2)cc1,-10%,0%,-1%
COn1c(=O)c(-c2ccccc2)[n+]([O-])c2ccccc21,-3%,.,-6%
c1ccc(CNC2=NCCCC2)cc1,1%,-1%,0%
C=CCc1cccc2cc(C(=O)N3CCN(C(=O)OCC)CC3)c(=O)oc12,-27%,5%,0%
O=C(Cc1cccc(C(F)(F)F)c1)Nc1ccc(S(=O)(=O)N2CCCC2)cc1,?,1%,-7%

Single values from the entries so far.
Reading of `CCOc1ccc(C2C(C(=O)Nc3ccccc3OC)=C(C)Nc3c(C(=O)Nc4cccc(C)c4)cnn32)cc1` (stereo not drawn) under TDP1 block: 1%
Reading of `C=CCc1cccc2cc(C(=O)N3CCN(C(=O)OCC)CC3)c(=O)oc12` under N370S GC mod: 0%

Further compounds.
structure,DT40 TDP1 no CPT,TDP1 block,N370S GC mod
CCCN(C(=O)C1CCN(S(=O)(=O)c2c(C)noc2/C=C/c2ccc(C)cc2)CC1)c1ccccc1F,23µM*,-5%,.
CCCCC1CC(C)(C(=O)CSc2nc3ccccc3s2)OC1=O (stereo not drawn),0.65µM*,-9%,15%
Cc1cc(C)cc(-n2c(SCC(=O)Nc3cccc(F)c3)nc3c([nH]c4ccccc43)c2=O)c1,?,5%,.
CC1=C(C(=O)NCc2ccc3c(c2)OCO3)C2(CCC(C)CC2)OC1=O (stereo not drawn),?,5%,-4%
Cc1nc(SCC(=O)c2ccc(F)cc2)c([N+](=O)[O-])[nH]1,-7%,3%,-1%
CCC(=O)N1CCc2cc(S(=O)(=O)NC(C(=O)NCc3ccccc3Cl)C(C)C)ccc21 (stereo not drawn),-6%,0%,.
Cc1nn(C)c(C)c1C1C(C#N)=C(N)OC2=C1C(=O)CC(C)(C)C2 (stereo not drawn),9%,5%,11%
O=C(CCC(=O)OCc1ccc(Cl)cc1)Nc1cccc([N+](=O)[O-])c1,-21%,8%,9%
O=c1ccc2c(o1)/C(=C/C=C(Cl)Cl)CCC2,?,-10%,-19%
COc1cc(/C=C/C(=O)c2ccccc2O)cc(OC)c1OC,?,7%,8%

(next part)
Values run as follows: DT40 TDP1 no CPT	TDP1 block	N370S GC mod
- Cc1ccc2cc(CN(Cc3ccco3)C(=O)c3ccco3)c3nnnn3c2c1
 : ?	20%	-5%
- CCn1ccnc1CN(C)C(=O)C1CCC(=O)N(CCc2cccc(F)c2)C1 (stereo not drawn)
 : -1%	1%	-3%
- O=C(O)CC1=C(O)C(=O)N(c2ccccc2)C1c1ccc(Br)cc1 (stereo not drawn)
 : 1%	6%	13%
- O=C(NC(=S)Nc1cccc(Cl)c1N1CCOCC1)c1cccs1
 : 26µM*	4%	23%
- O=C(NCC1CCCO1)c1sc(=S)n2c1[nH]c(=O)c1ccc(C(=O)N3CCCCC3)cc12 (stereo not drawn)
 : -27%	2%	-20%
- O=C(CSc1n[nH]c(-c2ccccc2)n1)Nc1ncc(Br)cc1Br
 : -15%	3%	4%
- O=C(NC1=NCCS1)[C@H](Cc1ccccc1)N1C(=O)c2ccccc2C1=O
 : -18%	7%	20%
- CC(C)OC(=O)NCCOC(=O)Nc1cccc(Cl)c1
 : ?	3%	5%
- COc1ccccc1Nc1nc2nonc2nc1N1CCCCC1C (stereo not drawn)
 : ?	4%	10%
- O=C1CN(C(=O)COC(=O)/C=C/c2ccc(S(=O)(=O)N3CCOCC3)cc2)c2ccccc2N1
 : 7%	2%	1%
- CCOc1cc(NCCN2CCOCC2)c([N+](=O)[O-])cc1OCC
 : -24%	12%	-12%
- CCc1ccc(OCC(=O)NN2Cc3ccccc3C2=N)cc1
 : 15%	0%	-3%
- CCOC(=O)N1CCN(C(=O)COC(=O)CNC(=O)c2ccc(Cl)cc2Cl)CC1
 : -4%	0%	1%
- O=C(NCCCO)c1ccc2[nH]c3c(c2c1)CCCC3
 : -1%	5%	4%
- COc1ccc(N2CCN(C(=O)c3cc(NS(=O)(=O)c4ccc(F)cc4)ccn3)CC2)cc1
 : 5%	-6%	.
- COc1ccc(C(=O)CCC(=O)Nc2ccc(C)c(Cl)c2)cc1
 : -17%	-2%	.
- C[C@H](NS(=O)(=O)c1ccc(Cl)c(Cl)c1)C(=O)OCc1cc(=O)n2cc(Br)ccc2n1
 : 8%	-5%	-2%
- CC(Sc1ccsc1[N+](=O)[O-])C(=O)NCc1ccccc1 (stereo not drawn)
 : .	6%	-7%
- Cc1ccc(/C=C2/SC(=S)N(CCC(=O)N3CCN(c4ccccc4)CC3)C2=O)cc1
 : .	-4%	-1%
- Cc1ccc(S(=O)(=O)N2CCN(C(=O)COC(=O)c3cncc(Br)c3)CC2)c(C)c1
 : -19%	-2%	.
- Cc1nc(NC(=O)C2CCCCC2C(=O)O)sc1C (stereo not drawn)
 : 2%	4%	-1%
- Cc1ccc(-c2cc(C(=O)Nc3ccc(S(=O)(=O)Nc4onc(C)c4C)cc3)c3ccccc3n2)cc1
 : ?	8%	2%
- CN(Cc1nc2ccccc2c(=O)[nH]1)c1ccccc1
 : -12%	0%	0%
- O=C(CCn1c(=O)c2cccn2c2cccnc21)N1CCN(c2cccc(Cl)c2)CC1
 : 15µM*	6%&8%	16%
- Cc1nc2ccc(S(=O)(=O)NC(C(=O)NC3CCCC3)C(C)C)cc2s1 (stereo not drawn)
 : 1%	-2%	-3%
- CC(C)c1cc(NC(=O)CSc2nnc(-c3ccccc3F)n2C)on1
 : -6%	4%	-11%[2.35 µM]
- COCCNC(=S)N(CCc1c(C)[nH]c2ccc(C)cc12)Cc1cc(OC)c(OC)c(OC)c1
 : ?	7%	21%
- Cc1ccc(-c2nn(C)c(=O)c3ccccc23)cc1CNS(C)(=O)=O
 : ?	11%	14%
- O=C(Nc1cc([N+](=O)[O-])ccc1O)c1ccc2c(c1)C(=O)N(Cc1ccco1)C2=O
 : 5%	2%	-12%
- Cc1ccccc1P(=O)(CO)c1ccccc1C
 : -21%	2%	24%

The list goes on:
Values run as follows: DT40 TDP1 no CPT	TDP1 block	N370S GC mod
- CC(C)Oc1ccc(C(=O)CCN2CCCCC2)cc1
 : ?	-7%	-5%
- CC(=O)Nc1c([N+](=O)[O-])cc2[nH]c(=O)[nH]c2c1[N+](=O)[O-]
 : 1%	2%	5%
- Cc1cc(=O)oc2c1c(C)nn2-c1cccc(Cl)c1
 : ?	3%	-3%
- CCOC(=O)N1CCC(NC(=O)C(NS(=O)(=O)c2cccc3nsnc23)c2ccccc2)CC1 (stereo not drawn)
 : 10%	0%	2%
- CN(C1CCCCC1)S(=O)(=O)c1ccc2c(c1)c(=O)c(C(=O)NCCc1ccc(Cl)cc1)cn2C
 : 21µM*	-2%	.
- CCN(CC)S(=O)(=O)c1cccc(-c2nnc(SCC(=O)c3cc(C)n(C4CC4)c3C)o2)c1
 : 16µM*	7%	5%
- C/C(=N\NC(=O)c1cccc(C)c1)c1ccc(N2CCOCC2)cc1
 : -12%	2%	2%
- CC(C)[C@H](NC(=O)c1ccco1)C(=O)OCC(=O)N(C)c1ccccc1
 : -12%	3%	20%
- COc1ccc(C(=O)N2CCCC(c3nc(-c4cccs4)no3)C2)cc1 (stereo not drawn)
 : ?	1%	1%
- O=S(=O)(c1ccc(F)cc1)N1CCC2(CC1)OCCO2
 : -6%	0%	-2%
- COc1ccc(C(=O)NC(=S)NCC2CCCO2)cc1 (stereo not drawn)
 : -20%	6%	-6%
- COc1ccccc1CNc1ccc(Br)cn1
 : ?	.	-2%
- CSc1ccc(CN2CCC(Oc3ccc(C(=O)N4CCCC4)cc3)CC2)cc1
 : ?	2%	-7%
- c1ccc(CSc2nc3ccccc3[nH]2)cc1
 : ?	0%	12%
- COc1cccc(Cn2c(=O)n(CC3CCC(C(=O)N4CCCCC4)CC3)c(=O)c3sccc32)c1 (stereo not drawn)
 : ?	7%	.
- CCOC(=O)C(C)Sc1ncc(OC)c(Sc2ccc(Cl)cc2)n1 (stereo not drawn)
 : -1%	-4%	20%
- O=C(Nc1ccc(F)cc1)C(Cc1ccccc1)n1cccc1 (stereo not drawn)
 : ?	2%	-6%
- COc1ccccc1NC=C1C(=O)OC(C)(C)OC1=O
 : -14%	0%	14%
- COc1ccc(C2C=C(c3cccc(OC)c3)Nc3c(C(=O)Nc4ccccc4)cnn32)cc1 (stereo not drawn)
 : ?	3%	.
- CCOC(=O)c1ccc(NC(=O)c2c(NCc3sccc3C)sc3c2CCCCC3)cc1
 : 21µM*	5%	.
